# ATG4B inh: ATG4B (human) cysteine protease inhibition. ATG4B cleavage of LC3-PLA2, NBD-HPC fluorescence, 1 h. actives 0.51% (n = 340,000). Q9Y4P1. inhibition, % at 8.33 µM; in the data active means inhibition above about 40%
# Target sequence (Q9Y4P1 whole entry, looked up): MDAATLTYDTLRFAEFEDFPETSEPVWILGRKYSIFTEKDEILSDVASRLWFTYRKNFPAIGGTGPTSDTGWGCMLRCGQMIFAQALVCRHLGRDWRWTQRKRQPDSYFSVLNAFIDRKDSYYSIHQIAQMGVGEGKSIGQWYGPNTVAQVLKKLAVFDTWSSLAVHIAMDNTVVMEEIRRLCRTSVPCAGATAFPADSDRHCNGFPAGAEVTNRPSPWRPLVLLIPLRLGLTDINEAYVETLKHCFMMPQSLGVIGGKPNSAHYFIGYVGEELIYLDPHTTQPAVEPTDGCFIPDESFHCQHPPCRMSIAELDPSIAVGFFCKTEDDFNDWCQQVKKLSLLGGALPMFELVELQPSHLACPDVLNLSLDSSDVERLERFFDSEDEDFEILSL
# Gli-Sufu antag: Gli-Sufu pathway antagonism. Sufu-KO-LIGHT fibroblasts, Gli luciferase reporter luminescence. inhibition, % at 5 µM. actives 0.74% (n = 340,000). AID 588413;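 active means inhibition above about 55%, limit read from the data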;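 further: 0% = DMSO-treated cells and 100% = wells with medium but no cells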
# UBC13 polyUb: inhibitors of human UBC13 polyubiquitin chain formation. P61088. TR-FRET. inhibition, % at 20 µM. actives 0.47% (n = 330,000). AID 485273; in the data active means inhibition above about 45%, passing the limit was not always enough
# Target sequence (P61088 whole entry, looked up): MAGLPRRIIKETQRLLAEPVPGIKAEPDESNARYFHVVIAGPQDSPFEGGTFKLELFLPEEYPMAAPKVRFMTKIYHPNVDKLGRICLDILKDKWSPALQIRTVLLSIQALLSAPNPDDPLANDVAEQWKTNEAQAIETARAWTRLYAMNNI
# APJ antagonist: blocks the human apelin receptor APJ; CHO-K1 APJ beta-arrestin complementation, luminescence; P35414; actives 0.32% (n = 330,000); AID 2521; inhibition, % at 20 µM;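 active means inhibition above about 40% at 20 µM, limit read from the data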;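 further: cells challenged with 10 nM apelin-13 agonist together with compound; plate controls were apelin-13 plus DMSO wells for no effect and DMSO wells lacking apelin-13 for full effect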
# CCR6 antagonist: CCR6 (human) receptor antagonism; P51684; CHO-K1 CCR6 PathHunter beta-arrestin, luminescence, CCL20-stimulated; inhibition, % at 20 µM; actives 0.49% (n = 340,000); AID 493098;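 active means compounds whose inhibition of the agonist-driven luminescence signal at 20 µM reaches about 50%, limit read from the data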;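 further: cells stimulated with CCL20 at 14 nM final; plate controls were DMSO with CCL20 for no effect and DMSO without agonist for full effect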
# Target sequence (P51684 whole entry, looked up): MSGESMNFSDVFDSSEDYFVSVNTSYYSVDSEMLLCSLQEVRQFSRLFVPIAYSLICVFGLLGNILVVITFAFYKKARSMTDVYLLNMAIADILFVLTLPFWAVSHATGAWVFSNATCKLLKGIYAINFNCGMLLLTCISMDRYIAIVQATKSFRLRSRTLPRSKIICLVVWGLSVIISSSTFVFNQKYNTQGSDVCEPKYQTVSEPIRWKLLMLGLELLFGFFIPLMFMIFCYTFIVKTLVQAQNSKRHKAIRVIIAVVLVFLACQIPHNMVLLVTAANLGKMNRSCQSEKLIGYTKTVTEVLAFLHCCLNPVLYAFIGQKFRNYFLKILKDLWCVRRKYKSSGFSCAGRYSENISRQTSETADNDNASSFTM
# APJ agonist: activates the human apelin receptor APJ | P35414 | CHO-K1 APJ PathHunter beta-arrestin, luminescence; 0% DMSO wells, 100% apelin | activation, % at 20 µM | actives 0.11% (n = 330,000);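 active means activation more than six SD over the plate average, tested at 20 µM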;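 further: 0% = DMSO alone and 100% = apelin-13 at 10 nM; some results filed as inactive read as strong as hits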
#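 Assay system: CHO-K1 APJ beta-arrestin complementation cell line / Compound: single test compound dose, 20 µM final, 1% DMSO / Times: overnight seeding, 90 min compound at 25 °C, 1 h detection / Technique: beta-gal luminescence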
# EBI2 block: blocks human EBI2 receptor beta-arrestin signaling | EBI2 beta-arrestin recruitment, luminescence, 7a,25-OHC stimulated | inhibition, % at 5 µM | P32249 | actives 0.81% (n = 360,000); in the data active means inhibition above about 38%;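 further: enzyme fragment complementation signal reports receptor beta-arrestin coupling in cells; 0% = agonist plus DMSO wells and 100% = wells without agonist; some results beyond the cut were filed as inactive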
# CXCR6 inh: inhibitors of human CXCR6 receptor; actives 0.36% (n = 360,000); inhibition, % at 20 µM; CHO-K1 PathHunter CXCR6 beta-arrestin, luminescence; O00574; in the data active means inhibition above about 34%, passing the limit was not always enough;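 further: antagonist mode with CXCL16 agonist at 10 nM final; 0% = 10 nM CXCL16 with DMSO and 100% = unstimulated wells without agonist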
# The depositor's hits bear a star; nt = no result given.
SMILES,ATG4B inh,Gli-Sufu antag,UBC13 polyUb,APJ antagonist,CCR6 antagonist,APJ agonist,EBI2 block,CXCR6 inh
FC(F)(F)c1ccccc1CN1CCC(Cc2ccccc2)CC1,7,5,-2,15,18,-2,-4,4
CCCCCCNc1nc(NCc2ccco2)nc(OCC)n1,16,-4,-2,7,18,4,8,-7
COc1ccc(/C=C/C(=O)Nc2ccc(S(=O)(=O)Nc3onc(C)c3C)cc2)cc1OC,-3,-4,-10,8,-1,-4,-16,-7
Cn1c(=O)c2c(nc(CCC3CCCC3)n2C)n(C)c1=O,-8,0,nt,nt,4,nt,-6,-4
Cc1cc(NC(=O)C2CC2)ccc1NC(=O)c1cccs1,3,25,7,19,7,0,7,2
Clc1ccc(CSc2nnc(-c3cccnc3)o2)cc1,-2,0,-1,13,4,-2,-4,-20
Cc1cc(=O)oc2cc(OCc3ccc(C(=O)OCC(=O)Nc4ccc(N(C)C)cc4)cc3)ccc12,-9,-9,-5,-12,2,1,2,1
COC(CN(C)C(=O)C1CCC(CNS(=O)(=O)c2ccccc2)CC1)OC (configuration not stated),-1,10,5,-5,11,-2,-1,12
O=C(NCCc1ccc(Cl)cc1)c1ccc(S(=O)(=O)N2CCCC2)cc1,8,-11,-3,16,11,-3,3,-8
O=C(NCC(c1ccco1)N1CCCCC1)c1ccc(COc2ccccc2)cc1 (configuration not stated),11,25,4,12,15,1,9,9
COc1ccc2nc(NC(=O)CSc3cn[nH]n3)sc2c1,-5,-60,4,-3,10,-4,-8,4
O=C(COC(=O)CNC(=O)c1ccccc1)NC1CCCC1,6,-15,-1,2,7,3,-11,-5
COC(=O)c1cc(NC(=O)CC2C(=O)NCCN2C(=O)c2ccc(F)cc2)cc(C(=O)OC)c1 (configuration not stated),-20,2,5,11,-6,-4,3,-3
O=C(O)Cn1nc(-c2ccc(F)cc2)oc1=O,7,12,2,-10,4,-4,-20,4
O=C(CSc1nc(C2CC2)nc2ccccc12)Nc1ccccc1Cl,4,-4,7,4,14,-2,10,-5
Cc1ccc(CN(Cc2ccccc2)C(=S)NCC(=O)NCc2cccnc2)o1,-11,0,-17,-26,-2,-1,-5,9
OCCC1CN(CC#Cc2ccccc2)CCN1Cc1ccccc1F (configuration not stated),2,8,6,1,6,-3,-10,-1
CCCCN(CC)C(=O)Cc1ccc(Br)cc1,9,-13,-13,6,-3,-2,-12,-2
CCN(C(=O)CSc1nc(N)cc(N)n1)C1CCS(=O)(=O)C1 (configuration not stated),-3,-3,-15,-14,2,7,-8,2
CCC1(c2ccc(F)cc2)NC(=O)N(CC(=O)N2CCN(C(=O)c3ccco3)CC2)C1=O (configuration not stated),3,-6,-8,6,9,1,-5,-5
COc1ccc(NC(=S)N(CCN2CCOCC2)Cc2ccccc2F)cc1,-2,5,-1,-26,-10,-2,0,-3
O=C(Cn1cccc(C(F)(F)F)c1=O)c1ccc(Cl)cc1,-1,0,-4,8,-4,0,-5,1
O=C(NCc1ccc2c(c1)OCO2)C1CCCN(S(=O)(=O)c2cccnc2)C1 (configuration not stated),-6,-1,-4,12,3,1,-10,-3
CCCC(C)C(=O)Nc1ccc(C(N)=O)cc1 (configuration not stated),1,4,-6,-22,13,-2,-2,-3
O=C(NCC(c1cccnc1)N1CCOCC1)C1CCCCC1 (configuration not stated),-16,-2,8,3,-13,-3,0,-1
CCCOc1ccc(N2C(=O)CC(N3CCCC(C(=O)N4CCCC4)C3)C2=O)cc1 (configuration not stated),-9,7,-8,-19,-9,-3,2,-9
O=[N+]([O-])C1=CC=C2C(=NC3(CCCCC3)N2O)C1=NCCO,4,13,-176,-10,11,-4,-6,6
Cc1ccc(/C=C2\SC(=S)N(CC(=O)Nc3cccnc3)C2=O)cc1,11,0,-6,8,2,-2,0,-5
CN(C)CCOc1ccc(/C(=C(/CCCl)c2ccccc2)c2ccccc2)cc1,6,2,-10,-5,3,-5,1,2
O=[N+]([O-])c1ccc(S(=O)(=O)NN=CCCc2ccccc2)cc1,0,5,nt,nt,2,nt,3,-2
O=[N+]([O-])c1ccccc1/C=C/C=N/Nc1nc(N2CCCCC2)nc(N2CCCCC2)n1,16,3,0,-13,12,-4,13,-7
CC(=O)c1ccc(N2CCN(C(=O)COc3ccc(F)cc3)CC2)c(F)c1,-5,5,12,2,7,-5,25,-13
CN(C)C(=S)N=c1ssc(=S)n1Cc1ccco1,-1,31,nt,nt,60*,nt,-5,28
Cc1nc(CCNC(=O)CC2C(=O)NCCN2Cc2ccoc2)nc2c1CCCC2 (configuration not stated),4,-6,3,12,8,-2,0,-6
CCCCCCCOc1ccc(C(=O)Nc2cccnc2)cc1,-5,-4,11,5,0,1,8,-11
Cn1cc(CN2CCC(n3nccc3NC(=O)CCc3ccccc3)CC2)cn1,1,-2,12,3,3,1,-4,-3
CCOc1ccccc1N1CCN(CC(=O)N(C2CCCC2)C2CCS(=O)(=O)C2)CC1 (configuration not stated),-9,6,1,3,5,-5,1,6
COc1ccccc1OCC(=O)NC1CCCCCCC1,-3,0,10,6,12,-3,6,0
CCCCn1c(N)c(N(CC)C(=O)c2ccc(N(C)S(=O)(=O)c3ccc(C)cc3)cc2)c(=O)[nH]c1=O,-3,1,2,10,4,-1,-5,0
Cn1c(N)c(C(=O)/C=C/c2ccccc2)c(=O)[nH]c1=O,-4,-37,0,-4,-8,-2,11,2
Cc1ccc(NNC(=O)c2c(F)cccc2Cl)cc1C,9,-4,-3,12,-4,-3,1,-4
COc1ccc(C(=O)N/N=C(\C)CC(=O)Nc2ccc3ccccc3c2)c(OC)c1,-19,1,4,7,15,-7,1,-4
Cc1cc(C)cc(NC(=S)N(C)C)c1,-3,3,8,-4,6,-6,0,0
O=C(O)CN1CCN(Cc2ccccc2)C1=O,-3,-2,-9,-9,-9,-2,1,0
c1ccc(COc2ccc(OCCn3cncn3)cc2)cc1,5,-64,-2,3,-4,-7,-8,-2
CCN(CC)CCCN1C(=O)C(=O)/C(=C(/O)c2ccc(C)cc2)C1c1ccccn1 (configuration not stated),-4,-3,-10,2,1,2,-7,-5
Cc1ccc(-n2cccc2/C=C2\C(=N)N3N=C(C(C)C)SC3=NC2=O)cc1,13,11,-28,15,14,-2,-15,4
Cc1ccc(CNC(=O)CCSCc2ccc(C)cc2)cc1,5,12,0,18,8,-2,11,-3
CCCNS(=O)(=O)c1cccn1-c1ncc(C(F)(F)F)cc1Cl,-11,3,2,7,0,2,-16,-5
CNC(C)C#Cc1ccc2sc3cccc(OC)c3c(=O)c2c1 (configuration not stated),-4,-6,16,1,12,-2,1,2
Cn1ccnc1SCc1cn2ccccc2n1,-1,4,3,14,-7,-3,3,0
Cc1ccc(CNC(=O)CCNC(=O)Cn2ccc3ccccc3c2=O)o1,-1,6,-2,-2,-8,-2,4,0
COc1ccc(-n2c(Cc3cccn3C)nnc2SCC(=O)NCc2ccco2)cc1,1,3,3,-2,4,0,-3,-14
O=C(NC1CCCCC1)C(c1cccs1)N(CCCN1CCOCC1)C(=O)c1ccc(-c2ccccc2)[nH]1 (configuration not stated),-7,21,2,3,9,-3,5,14
CC(=O)Cn1c2ccccc2n2nc(CCC(=O)O)c(=O)nc12,0,5,14,3,-6,-3,-4,9
Cc1nnc2n1NC(c1ccc(Cl)cc1)C(C(=O)N1CCC(C)CC1)S2 (configuration not stated),-6,-1,6,24,-7,-3,-4,-3
O=C(Nc1cccc(-c2cn3cccnc3n2)c1)c1ccco1,1,-16,10,-3,-3,-1,-2,-5
COc1ccc(-c2noc(-c3ccccc3C(=O)Nc3cccnc3)n2)cc1,5,-13,-11,-11,6,1,14,-1
COC(=O)c1cc(-c2ccccc2)sc1N,-13,nt,-10,1,7,-3,11,1
O=C(NC12CC3CC(CC(C3)C1)C2)N1CCN(c2ncccn2)CC1,-8,2,-4,5,13,-1,-4,-3
# New compounds follow.
SMILES,ATG4B inh,Gli-Sufu antag,UBC13 polyUb,APJ antagonist,CCR6 antagonist,APJ agonist,EBI2 block,CXCR6 inh
O=C(NCCCc1ccccc1)c1cccc(Br)c1,-3,-3,8,2,11,-1,9,5
CCOC(=O)c1nn(-c2cccc(OC)c2)c(-c2ccccc2)c1C(=O)c1ccccc1,3,-25,-4,10,6,-4,6,11
CNS(=O)(=O)c1cccc(C(=O)OCC(=O)Nc2nc(OC)cc(OC)n2)c1,-7,-3,8,-4,-2,-1,-6,2
Cc1cccc(C)c1OCc1nnc(SCC(=O)Nc2cccc(C(=O)N3CCOCC3)c2)n1C,-4,1,-11,5,3,0,-8,-2
CCOC(=O)C1CCN(C(=O)Nc2ccc3nccnc3c2)CC1,-5,-8,7,6,-5,-1,-7,-5
Cc1cc(C)c(OCC(=O)Nc2nnn(C)n2)c(Br)c1,-9,-8,-1,4,7,3,12,1
NC(=O)CC(NC(=O)Cc1ccc(Br)cc1)c1ccc(NC2CCCCCCC2)c([N+](=O)[O-])c1 (configuration not stated),-3,-8,nt,nt,20,nt,2,23
CCOC(=O)Cn1c(=O)c2c(nc(Br)n2Cc2ccc(Cl)cc2)n(C)c1=O,11,-7,11,13,11,-2,nt,nt
CC(Sc1nnc(NC2CCCCC2)s1)C(=O)Nc1ccc2c(c1)C(=O)c1ccccc1C2=O (configuration not stated),18,-42,-22,-57,26,1,9,12
O=C(N1CCCCCC1)N1CCN(S(=O)(=O)N2CCCCC2)CC1,1,8,2,-15,1,-5,-3,0
COC(=O)c1ccc(NS(=O)(=O)c2ccc(SC)cc2)cc1,0,-7,-3,-4,-5,0,-3,-4
N#Cc1ccc(C2=CC(=O)C[C@H](c3ccc(Cl)cc3)C2)cc1,-8,12,-1,5,25,-2,80*,0
O=C(CSc1ccc(Cl)cc1)Nc1ccc(NC(=O)c2ccco2)cc1,4,-8,0,-10,12,-3,-3,6
CC1(C)Cc2nc3sc4c(SCC(=O)O)ncnc4c3cc2CO1,-12,1,8,-1,1,-2,8,-6
COc1ccc(COCC(O)CN2CCC(C(N)=O)CC2)cc1OC (configuration not stated),-12,-27,-7,20,2,-4,-3,-10

# Structures above that have bromine (5):
SMILES,ATG4B inh,Gli-Sufu antag,UBC13 polyUb,APJ antagonist,CCR6 antagonist,APJ agonist,EBI2 block,CXCR6 inh
CCCCN(CC)C(=O)Cc1ccc(Br)cc1,9,-13,-13,6,-3,-2,-12,-2
O=C(NCCCc1ccccc1)c1cccc(Br)c1,-3,-3,8,2,11,-1,9,5
Cc1cc(C)c(OCC(=O)Nc2nnn(C)n2)c(Br)c1,-9,-8,-1,4,7,3,12,1
NC(=O)CC(NC(=O)Cc1ccc(Br)cc1)c1ccc(NC2CCCCCCC2)c([N+](=O)[O-])c1 (configuration not stated),-3,-8,nt,nt,20,nt,2,23
CCOC(=O)Cn1c(=O)c2c(nc(Br)n2Cc2ccc(Cl)cc2)n(C)c1=O,11,-7,11,13,11,-2,nt,nt

# More entries:
SMILES,ATG4B inh,Gli-Sufu antag,UBC13 polyUb,APJ antagonist,CCR6 antagonist,APJ agonist,EBI2 block,CXCR6 inh
Cc1ccc(SCC(=O)N2N=CCC2c2ccccc2)cc1 (configuration not stated),0,-8,5,3,24,-2,3,-2
NC(=O)c1c(NC(=O)C2CCCO2)sc2c1CCC2 (configuration not stated),-4,-9,5,-2,9,-3,-2,0
COc1ccc(NC(=O)COC(=O)C2C3CC4OC(=O)C2C4C3)cc1 (configuration not stated),3,-7,-4,-41,4,-3,-5,-3
O=C(CSc1nnc(Nc2ccccc2)s1)Nc1cccc(S(=O)(=O)N2CCCCC2)c1,-21,-4,-10,-13,9,-2,-4,2
O=C(COc1ccccc1)NCCn1ccc2ccccc21,-2,-2,6,7,7,-2,9,7

# Profiles as entered above. Order of values: ATG4B inh	Gli-Sufu antag	UBC13 polyUb	APJ antagonist	CCR6 antagonist	APJ agonist	EBI2 block	CXCR6 inh
# NC(=O)c1c(NC(=O)C2CCCO2)sc2c1CCC2 (configuration not stated) is listed with -4	-9	5	-2	9	-3	-2	0
# COc1ccc(NC(=O)COC(=O)C2C3CC4OC(=O)C2C4C3)cc1 (configuration not stated) is listed with 3	-7	-4	-41	4	-3	-5	-3

# Source: PubChem
